# H37Rv inhibition: M. tuberculosis growth inhibition, HTS (AID 449762); M. tuberculosis H37Rv growth inhibition, 7H9 media; higher % means a stronger effect; inhibition, % at 25 µM, or IC50 in µM where a hit was titrated; 330,000 tested, 0.59% active; in the data active = a potency from the dose series; inconclusive = inhibition above about 70% without an active follow-up result;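 note: bacterial growth assessed after seven days of incubation; strong numbers were not always called active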
# inhibitors of VEEV: inhibitors of VEEV TC-83 cytopathic effect, confirmation, Vero cells (AID 588727). Vero cells, VEEV TC-83 cytopathic effect inhibition; higher % means a stronger effect. 350,000 tested, 0.13% active. inhibition, % at 20 µM, or IC50 in µM where a hit was titrated; in the data active = a potency from the dose series; inconclusive = inhibition mostly from about 14% at the one dose, without a potency; inactive = the rest, 99 in 100 with inhibition below about 12%; note: strong numbers were not always called active
# tuberculosis growth: growth inhibition of non-replicating M. tuberculosis (AID 488890); one-dose inhibition, % at 25 µM; IC50 in µM for titrated hits; Mycobacterium tuberculosis non-replicating, growth inhibition; higher % means a stronger effect; 320,000 tested, 0.39% active; in the data active = a potency from the dose series; inconclusive = inhibition mostly from about 82% at the one dose, without a potency; inactive = the rest, 99 in 100 with inhibition below about 76%;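 note: plate controls were DMSO cells for no effect and high antibiotic wells for full effect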
# Salmonella PhoP GFP: PhoP regulon inhibitors, Salmonella typhi PhoP promoter GFP reporter, confirmatory (AID 1850); Salmonella Typhi PhoP-promoter GFP reporter, fluorescence, 4 h; higher % means a stronger effect; one-dose inhibition, % at 50 µM; IC50 in µM for titrated hits; 310,000 tested, 0.33% active; in the data active = a potency from the dose series; inconclusive = inhibition mostly from about 25% at the one dose, without a potency; inactive = the rest, 99 in 100 with inhibition below about 19%;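 note: 0% = induced wells with vehicle and 100% = uninduced wells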
# H1N1 NS1A inhibition: H1N1 influenza NS1A inhibitors, functional cell based assay (AID 504329); 340,000 tested, 0.3% active; inhibition, % at 12.5 µM, or IC50 in µM where a hit was titrated; NS1A functional cell-based assay, percent inhibition; higher % means a stronger effect; in the data active = a potency from the dose series; inconclusive = inhibition above about 27% without an active follow-up result; note: strong numbers were not always called active
# inhibitors of VEEV 10K pilot screen: second read-out of inhibitors of VEEV, no call of its own (marks repeat the call); inhibition, %; measured here: 10K pilot screen inhibition
# An asterisk follows results filed as active; i = inactive; u = inconclusive; x = not tested or not shown.
SMILES,H37Rv inhibition,inhibitors of VEEV,tuberculosis growth,Salmonella PhoP GFP,H1N1 NS1A inhibition,others
N=c1ncn(CC(O)CO)c2nc(N3CCOCC3)[nH]c12 (stereo not drawn),-13%,1.0%,0%,-2%,9%,
O=C(c1n[nH]c(=O)c2ccccc12)N1CCN(c2ccc(F)cc2)CC1,4%,3.0%,1%,-4%,18%,inhibitors of VEEV 10K pilot screen=0.7
CC(NC(=O)c1ccccc1NS(=O)(=O)c1ccc(CCC(=O)O)cc1)c1ccccc1 (stereo not drawn),-7%,0.6%,2%,-8%,-5%,
CCOC(=O)C1=C(N)Oc2cc(O)ccc2C1c1ccc(Br)cc1 (stereo not drawn),8%,4.0%,-12%,-5%,-10%,
Cc1c(NC(=O)/C(C#N)=C/c2ccc(-c3cccc(Cl)c3)o2)c(=O)n(-c2ccccc2)n1C,-4%,2.9%,30%,-2%,15%,
O=C(Cn1c(=O)oc2ccccc21)Nc1n[nH]c(=S)s1,0%,i,-3%,-25%,1%,
COc1ccc(C2=Nn3c(nnc3C3CCCCC3)SC2)cc1OC,u,1.1%,64%,-2%,0%,
OCCn1c(-c2ccc3c(c2)OCO3)csc1=Nc1ccccc1,-7%,7.2%,50%,-5%,17%,
O=C(Cc1ccccc1F)Nc1ccccc1N1CCCC1,4%,5.9%,14%,-5%,-5%,
COC(=O)Nc1ccc(S(=O)(=O)N2CCCC(C(=O)N3CC(C)OC(C)C3)C2)cc1 (stereo not drawn),-8%,1.2%,4%,2%,-1%,
Cc1c(C=C2C(=O)N(C)C(=S)N(C)C2=O)c2ccccc2n1CC(=O)NCC1CCCO1 (stereo not drawn),6%,1.1%,10%,-3%,-2%,
O=C(Nc1ccc(-c2csc(Nc3cccc(C(F)(F)F)c3)n2)cc1)c1ccccc1,51%,6.6%,19%,-11%,-11%,inhibitors of VEEV 10K pilot screen=4.8
COc1ccc(NC(=O)CCN2C(=O)C3CC=C(Cl)CC3C2=O)cc1 (stereo not drawn),-15%,1.3%,-17%,-3%,-7%,
CCCCNC(=O)C1CC(=O)N(c2ccc(OC)cc2)C1c1ccc(OC)cc1 (stereo not drawn),4%,7.7%,1%,-3%,0%,
O=C(COC(=O)COc1ccccc1F)Nc1ccc2c(c1)OCO2,-1%,i,-4%,x,-9%,
COc1ccccc1OCc1ccc(C(=O)N2CCN(C(=O)c3ccco3)CC2)cc1,4%,7.5%,7%,7%,2%,
CCOC(=O)C1(CCc2ccccc2)CCN(C(=O)c2cc(C)nc(C)n2)CC1,-4%,0.3%,18%,-3%,0%,
Oc1ccc(C=NC2CCCCC2)c(O)c1,-8%,1.1%,x,32%,1%,
O=C(COC(=O)c1cccs1)Nc1cccc(S(=O)(=O)NC2=NCCCCC2)c1,1%,1.7%,-3%,-1%,-9%,
O=C(c1ccccc1-c1ccccc1)N1CCCCC1,5%,0.2%,-5%,7%,-5%,
Cc1cc(NC(=O)COC(=O)CCS(=O)(=O)c2ccc(Cl)cc2)no1,-2%,0.7%,-1%,-9%,9%,
Cn1nnnc1Sc1ncnc2scc(-c3cccs3)c12,u,u,u,x,-2%,
Cc1cc(C)n(-c2nnc(C)n2/N=C/c2ccco2)n1,0%,3.0%,-2%,-12%,-23%,
COc1ccc(C2C(C(=O)Nc3cc(C)on3)c3ccccc3C(=O)N2C)cc1OC (stereo not drawn),-2%,1.7%,-11%,0%,4%,
Cc1ccc2cc(C)c(SCC(=O)NCc3ccco3)nc2c1,60%,4.5%,20%,-1%,8%,
CN(CCc1ccccc1)C(=O)c1ccc(NC(=O)Cc2ccc(NC(=O)C3CCCN(C(=O)CCc4ccccc4)C3)cc2)cc1 (stereo not drawn),x,i,x,x,-6%,
CC(C)(Oc1ccc(Cl)cc1)C(=O)N1CCC(C(N)=O)CC1,-5%,1.5%,-1%,-2%,-5%,
CCOc1ccc2nc(NCCCO)[nH]c2c1,-5%,1.0%,x,-1%,1%,
O=C(NCCCc1ccccc1)C(=O)NCC1OCCN1S(=O)(=O)c1ccc(F)cc1 (stereo not drawn),4%,1.7%,16%,-4%,-3%,
O=C1C=C(c2cc3ccccc3s2)C[C@@H](c2ccc(Cl)cc2)C1,-4%,0.8%,-12%,x,0%,

# Copied from the entries so far, 2 compounds:
SMILES,H37Rv inhibition,inhibitors of VEEV,tuberculosis growth,Salmonella PhoP GFP,H1N1 NS1A inhibition,others
O=C(NCCCc1ccccc1)C(=O)NCC1OCCN1S(=O)(=O)c1ccc(F)cc1 (stereo not drawn),4%,1.7%,16%,-4%,-3%,
O=C1C=C(c2cc3ccccc3s2)C[C@@H](c2ccc(Cl)cc2)C1,-4%,0.8%,-12%,x,0%,

# An excerpt from above in order of count of non-hydrogen atoms, smallest number first.
SMILES,H37Rv inhibition,inhibitors of VEEV,tuberculosis growth,Salmonella PhoP GFP,H1N1 NS1A inhibition,others
N=c1ncn(CC(O)CO)c2nc(N3CCOCC3)[nH]c12 (stereo not drawn),-13%,1.0%,0%,-2%,9%,
Cc1ccc2cc(C)c(SCC(=O)NCc3ccco3)nc2c1,60%,4.5%,20%,-1%,8%,
CCOC(=O)C1=C(N)Oc2cc(O)ccc2C1c1ccc(Br)cc1 (stereo not drawn),8%,4.0%,-12%,-5%,-10%,
COc1ccc(NC(=O)CCN2C(=O)C3CC=C(Cl)CC3C2=O)cc1 (stereo not drawn),-15%,1.3%,-17%,-3%,-7%,
CCOC(=O)C1(CCc2ccccc2)CCN(C(=O)c2cc(C)nc(C)n2)CC1,-4%,0.3%,18%,-3%,0%,
O=C(NCCCc1ccccc1)C(=O)NCC1OCCN1S(=O)(=O)c1ccc(F)cc1 (stereo not drawn),4%,1.7%,16%,-4%,-3%,
Cc1c(C=C2C(=O)N(C)C(=S)N(C)C2=O)c2ccccc2n1CC(=O)NCC1CCCO1 (stereo not drawn),6%,1.1%,10%,-3%,-2%,

# Other structures:
SMILES,H37Rv inhibition,inhibitors of VEEV,tuberculosis growth,Salmonella PhoP GFP,H1N1 NS1A inhibition,others
CN1CCN(C(=O)C2=C[C@@H](c3ccccc3)C[C@@H](OCCCCO)O2)CC1,1%,i,8%,7%,17%,
CCN(C(=O)Cn1nc(C)c([N+](=O)[O-])c1C)C1CCS(=O)(=O)C1 (stereo not drawn),-7%,0.1%,-10%,-3%,7%,
CCOC(=O)[C@H]1[C@H]2COc3ccc(Br)cc3[C@@H]2N2C(=O)N(c3ccc(F)cc3)C(=O)[C@@]12C,6%,1.8%,30%,x,-6%,
COc1ccc(/C=C/C(=O)N2CCN(S(=O)(=O)c3ccccc3Br)CC2)cc1OC,3%,7.5%,-1%,x,1%,
Cc1ccc(Cn2nnnc2CN2CCC(n3nnc4cc(C)ccc43)CC2)cc1,u,12%,29%,-9%,5%,
Cc1nnc(N(Cc2ccccc2)C(=O)c2cnccn2)s1,-3%,0.2%,2%,1%,6%,
CC1(C)O[C@@H]2[C@H](O1)[C@@H](CO)O[C@H]2n1c(N2CCCCC2)nc2c(N)ncnc21,-9%,1.3%,-6%,x,-9%,
NC(=O)[C@H]1CC2(CC(c3cccc(NC(=O)[C@H]4CCC(=O)N4)c3)=NO2)CN1C(=O)CC(c1ccccc1)c1ccccc1 (stereo partly drawn),7%,x,18%,-5%,x,
C=CC[C@@H](CC(=O)N[C@@H](CO)Cc1ccccc1)C(=O)N[C@@H](COC(=O)[C@@H](CC=C)Cc1ccc(F)cc1)Cc1ccccc1,0%,i,9%,x,-15%,
COc1ccc(S(=O)(=O)N2CCOCC2)cc1NC(=O)Cc1sc(C)nc1-c1ccc(F)cc1,2%,4.3%,-1%,6%,-7%,
O=C(COC(=O)c1cc(Br)ccc1O)Nc1ccc2c(c1)OCCO2,2%,1.6%,76%,-2%,5%,
O=C(/C=C/c1ccc(O)c(O)c1)NC(=O)c1ccccc1O,-6%,1.3%,-3%,17%,-4%,
COc1ccc(/C=N/Nc2ncnc3sc4c(c23)CCCC4)cc1O,u,11%,19%,-7%,20%,
Fc1ccc(-c2csc(Nc3ccccn3)n2)cc1,22%,3.1%,36%,-6%,-1%,
CCOC(=O)c1cnc(-n2cc(C)cn2)nc1Nc1ccccc1OC,57%,1.6%,76%,8%,-25%,
CCCCC1=CC2=CC(=O)C(C)(OC(=O)CC)C(=O)C2=CN1Cc1ccco1 (stereo not drawn),14%,1.0%,20%,-19%,1%,
O=C(CNCCc1ccccc1)Nc1ccc(C(=O)N2CCCCC2)cc1,-2%,1.8%,-14%,14%,6%,
CCN(CC(=O)Nc1c(F)cccc1F)C(=O)c1cc2ccccc2oc1=O,-3%,0.0%,-1%,5%,0%,
Cn1cccc1Cc1nnc(SCC(=O)NCCc2ccccc2)n1-c1ccc(F)cc1,0%,0.7%,3%,9%,1%,
COC(=O)c1sccc1NC(=O)CSc1cc(Cl)ccc1Cl,45%,1.5%,24%,4%,-2%,
COc1ccc(N(C(=O)c2ccncc2)S(=O)(=O)c2ccc(F)cc2)cc1,0%,0.2%,-9%,7%,20%,
O=C(Nc1ccccn1)c1sc2cccc(F)c2c1Cl,2%,i,-4%,-8%,-1%,
Cc1c(C(C)O)nnn1-c1nonc1N (stereo not drawn),-1%,1.1%,4%,-4%,7%,
O=C(Nc1ccccc1)Nc1cc(OCC(F)(F)F)cc(OCC(F)(F)F)c1,x,7.9%,x,x,5%,
CCOc1ccc(S(=O)(=O)N/N=C(\C)Cc2ccc(OC)cc2)cc1,-6%,i,2%,4%,-5%,
COc1cc(OC)c(OC)cc1CNC1CCCCCC1,-5%,1.0%,1%,10%,-3%,
C=CCNC(=O)C1CCN(c2cc(C)nc(-c3ccccc3)n2)CC1,-1%,2.0%,-9%,-10%,-4%,
O=C(CCCCCn1c(=S)[nH]c2ccsc2c1=O)NC1CCCCC1,2%,1.4%,-11%,3%,-1%,
CCN(CC(=O)Nc1ccc(OC)cc1)C(=O)Cc1cccs1,-6%,3.0%,0%,1%,5%,
Cc1[nH]nc2c1C(C(C)c1ccccc1)C(C#N)=C(N)O2 (stereo not drawn),-3%,0.1%,-22%,9%,4%,inhibitors of VEEV 10K pilot screen=1.6

# Overlap with the part before: 4 compounds, then new ones.
SMILES,H37Rv inhibition,inhibitors of VEEV,tuberculosis growth,Salmonella PhoP GFP,H1N1 NS1A inhibition,others
C=CCNC(=O)C1CCN(c2cc(C)nc(-c3ccccc3)n2)CC1,-1%,2.0%,-9%,-10%,-4%,
O=C(CCCCCn1c(=S)[nH]c2ccsc2c1=O)NC1CCCCC1,2%,1.4%,-11%,3%,-1%,
CCN(CC(=O)Nc1ccc(OC)cc1)C(=O)Cc1cccs1,-6%,3.0%,0%,1%,5%,
Cc1[nH]nc2c1C(C(C)c1ccccc1)C(C#N)=C(N)O2 (stereo not drawn),-3%,0.1%,-22%,9%,4%,inhibitors of VEEV 10K pilot screen=1.6
C=C(C)CC(NCc1ccco1)c1ccc(OC)cc1 (stereo not drawn),-3%,0.5%,0%,4%,1%,
CCn1c(C)nc2cc(C(=O)NNC(=O)Nc3ccc(Cl)cc3)ccc21,-4%,4.1%,-4%,-1%,-1%,
Cc1ccc(C)c(N2CCN(CCCNC(=O)CCn3c(=O)c4cccn4c4cccnc43)CC2)c1,17%,7.1%,42%,-1%,-12%,
CC(C)OCCCNC(=O)c1cc(Sc2ccc(F)cc2)nc2ccccc12,-2%,0.9%,3%,-5%,-3%,
Cc1cc(C)nc(N2CCC(C(=O)Nc3ccc4c(c3)OCCO4)CC2)n1,7%,1.7%,2%,-18%,3%,
COc1ccc(NS(=O)(=O)c2c(F)cccc2F)cc1S(=O)(=O)N1CCOCC1,-2%,5.5%,25%,x,-6%,
COC(=O)C1CCN(C(=O)c2cc(-c3ccco3)nc3ccccc23)CC1,1%,0.1%,16%,x,-12%,
Cc1ccc(C(=O)N2CCN(c3ncnc4c3cnn4-c3ccccc3)CC2)cc1,22%,5.9%,14%,-2%,5%,
